IL1B secr inh = inflammasome signaling inhibition, IL-1 beta readout; activity change, % at 57.5 µM; THP-1 LPS/ATP IL-1B secretion, AlphaLISA, 16 h; stronger effect = lower value; AID 743279; 4.7% of 360,000 active; in the data active = activity change below about -50%; inconclusive = mostly about -30% to -49%; also: % is scaled to controls: 0 for no effect and ±100 for the full control effect
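Secreted IL-1B measured by AlphaLISA bead assay after 16 h compound exposure of THP-1 cells; compounds (final up to 57.5 uM) added 1 h before LPS (250 ng/mL) and ATP (1.25 mM) stimulation; lower signal means less secretion.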
MCF10A rereplic = DNA re-replication induction in MCF 10a cells. MCF 10A DNA re-replication, Hoechst nuclear intensity, 48 h. Potency, µM (titrated, usually from 46.1 µM), for inactives: at the top dose activity, positive = re-replication, usual class: activators. 2.9% of 350,000 active; also: potency is read from the fitted curve at half-maximal effect; % of control where 0% means no effect; nearly all actives have a fitted effect of over 50% in size
SW480 rereplic = inducers of DNA re-replication in SW480 colon cancer cells; SW480 DNA re-replication, Hoechst DNA content imaging, 48 h; Potency, µM (series often up to 46.1 µM), for inactives: at the highest dose re-replication activation, hits mostly activators; 1.8% of 340,000 active; also: potency is read from the fitted curve at half-maximal effect; % of control where 0% means no effect; nearly all actives have a fitted effect of over 55% in size
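250 cells/well; 23 nL cpd via pin tool; 48 hr, 37 C, 5% CO2; Hoechst 40 min; imager read of total nuclear intensity, ex 405/em 500-530 nm.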
HT1080 IDH1KD tx = toxicity to HT-1080 IDH1 knockdown cells (counter line); HT-1080 IDH1 knockdown viability, ATP luminescence, 48 h; 2% of 360,000 active; Potency, µM (series often up to 46.1 µM), for the others: top-dose activity, negative = toxicity, usual class: cytotoxic; AID 686971;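 also: potency is read from the fitted curve at half-maximal effect; 0% = DMSO wells and -100% = cell-free medium wells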
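Viability of IDH1-knockdown HT-1080 fibrosarcoma cells was assessed by CellTiter-Glo after 48 h at 37 °C with titrated compound; concentration-effect curves were classified by fit quality and response size.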
HepG2 tox = HepG2 cytotoxicity, counter-screen for TGF-b inhibitors; HepG2 CAGA-GFP viability, ATP luminescence, 18 h; Potency, µM (top dose mostly 46.1 µM), for inactives: at the highest dose activity change, negative = cytotoxicity, most hits filed as cytotoxic; 0.76% of 410,000 active; AID 588856; also: potency is read from the fitted curve at half-maximal effect; some results filed as inactive show a strong effect at the top dose
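HepG2 CAGA-GFP cells (1000/well, DMEM with 1% FBS) received compound, then TGF-beta at 500 pg/mL final, and were incubated 18 hours at 37 degrees C. Viability was read by CellTiter-Glo luminescence. Media-only wells were set as complete cell-killing and DMSO as no toxicity.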
HT1080NT lethal = kills 2HG-producing HT-1080-NT fibrosarcoma cells. HT-1080-NT fibrosarcoma viability, CellTiter-Glo ATP luminescence, 48 h. Potency, µM (highest dose often 46.1 µM), for the others: at the top dose activity, negative = less viability, actives largely listed as cytotoxic. 1.6% of 360,000 active;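 also: NT is the 2HG producing partner of a matched IDH1 knockdown line; potency is read from the fitted curve at half-maximal effect; 0% = DMSO-treated cells and -100% = media-only wells without cells; nearly all actives have a fitted effect of over 55% in size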
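A 48-hour cytotoxicity screen used HT-1080-NT cells plated 2 hours before compound delivery. ATP-based CellTiter-Glo luminescence measured viability, normalized to DMSO and no-cell controls.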
S2 tox = cell viability loss in ATXN counter-screen | 0.49% of 400,000 active | S2 cells (HEK-293 line with an ATXN2-luciferase reporter) viability, CellTiter-Fluor protease fluorescence, 24 h | Potency, µM (titrated, usually from 56.7 µM), hits mostly cytotoxic; also: potency is read from the fitted curve at half-maximal effect; nearly all actives have a fitted effect of over 40% in size
ATXN2 expr inh = inhibitors of ATXN2 expression. HEK-293 ATXN2-luciferase reporter, luminescence, 24 h. Potency, µM (highest dose often 57 µM), for the others: at the top dose activity change, negative = inhibition, actives largely listed as inhibitors. 0.72% of 360,000 active; also: potency is read from the fitted curve at half-maximal effect; % is scaled to controls: 0 for no effect and ±100 for the full control effect; nearly all actives have a fitted effect of over 55% in size
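qHTS (up to 57 uM final) was run with 24 h compound exposure of reporter cells at 37 °C. Each well was multiplexed: SteadyGlo luminescence measured ATXN2-luciferase expression after a fluorogenic Gly-Phe-AFC viability readout (25 uM final).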
KB-3-1 cytotox = kills parental KB-3-1 adenocarcinoma cells | KB-3-1 viability, CellTiter-Glo ATP luminescence, 72 h | Potency, µM (top dose mostly 46.1 µM), for the others: at the top dose activity change, negative = cytotoxic, hits mostly cytotoxic | 1.4% of 400,000 active; also: potency is read from the fitted curve at half-maximal effect; % is scaled to controls: 0 for no effect and ±100 for the full control effect; nearly all actives have a fitted effect of over 60% in size
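Cytotoxicity in the drug-sensitive parental line KB-3-1 was scored as loss of CellTiter-Glo luminescence following 72 h incubation with compound. Values come from curve fitting of normalized concentration-response data.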
The depositor's hits bear a star; i = inactive; ? = inconclusive; . = not tested or not shown; & = joins results of further samples; ! = not active in a repeat; [ ] = dose if it differs, or a comment. Unless noted, calls follow the shape of the dose curve; as a rule, active = well fitted curve in the direction sought with a large enough effect; inconclusive = small, poorly fitted or top-dose-only effect, or another doubt; inactive = no such curve, though single readings can be large; an effect the other way counts as inactive or inconclusive.

A first look, 2 compounds:
mol	IL1B secr inh	MCF10A rereplic	SW480 rereplic	HT1080 IDH1KD tx	HepG2 tox	HT1080NT lethal	S2 tox	ATXN2 expr inh	KB-3-1 cytotox
Nc1ccc2c(c1)C(=O)c1cc(Cl)c(Cl)cc1-2	-7	-39%[inhibitor]	17%	1%	3%	0%	i	4%	11%
COc1ccc(C2=NN(c3nc(-c4ccccc4)c(CC(=O)O)s3)C(c3ccco3)C2)cc1 (stereo unspecified)	8	21µM*	?	3%	-10%	-1%	?	-1%	-3%

The listing, from the start:
mol	IL1B secr inh	MCF10A rereplic	SW480 rereplic	HT1080 IDH1KD tx	HepG2 tox	HT1080NT lethal	S2 tox	ATXN2 expr inh	KB-3-1 cytotox
Nc1ccc2c(c1)C(=O)c1cc(Cl)c(Cl)cc1-2	-7	-39%[inhibitor]	17%	1%	3%	0%	i	4%	11%
COc1ccc(C2=NN(c3nc(-c4ccccc4)c(CC(=O)O)s3)C(c3ccco3)C2)cc1 (stereo unspecified)	8	21µM*	?	3%	-10%	-1%	?	-1%	-3%
Cc1ccc(S(=O)(=O)N2CCN(C(=O)CSc3nnnn3C)CC2)c(C)c1	-14	11%	-1%	-2%	-9%	-6%	i	.	-5%
COc1cc(NC(=O)c2cnc(N)s2)cc(C(=O)Nc2cccc(C(F)(F)F)c2)c1	56&25	3%	?	-3%&-1%	-62%&-18%	0%&3%	35µM*!	-5%&-17%	0%&-13%
Cc1cccc(NC(=S)NNC(=O)c2csc3c2CCCC3)c1	6	?	3%	?	0%	?	i	36%[activator]	6%
CCOCCCNC(=O)C1CC(=O)N(CCc2ccccc2)C1 (stereo unspecified)	2	-1%	-19%	1%	2%	8%	i	4%	8%
Cc1ccc(S(=O)(=O)NC(=O)NN2CC3CCCC3C2)cc1 (stereo unspecified)	17	-1%	15%	-1%	7%	0%	i	?	0%
COc1ccc(N2CCN(C3C(=O)Nc4ccccc4-n4nnnc43)CC2)cc1 (stereo unspecified)	4	.	.	7%	.	0%	.	.	9%
COc1ccc(CCNS(=O)(=O)c2ccc3c(c2)NC(=O)CCS3)cc1OC	24	0%	9%	?	-16%	-12%	i	-21%	?
CS(=O)(=O)N1CCN(c2ccccc2NC(=O)C(c2ccccc2)c2ccccc2)CC1	-4	8%	-1%	-8%	-10%	15%	i	-22%	1%
CCCC(=O)CN1C(=O)C2(OCCO2)c2ccccc21	-4	1%	4%	1%	-21%	-1%	i	2%	1%
NC(=O)c1oc2ccccc2c1NC(=O)C1CCCCC1	14	15%	-7%	-4%	-15%	-9%	i	0%	10%
Cc1cc(S(=O)(=O)Nc2ccc3cn[nH]c3c2)c(C)cc1Cl	16	-2%	5%	?	-24%	-13%	i	-9%	-2%
Cc1cc(C)nc(NC(=O)c2ccc(Cl)cc2[N+](=O)[O-])c1	8	10%	-1%	5%	7%	4%	i	3%	1%
COc1ccc(OC)c(C(=O)CSc2nc3cccnc3n2C)c1	0	20%	7%	1%	-13%	-1%	i	-1%	3%
CC1CC(C)(C)NC(=S)N1CCC(=O)NCc1ccc(F)cc1 (stereo unspecified)	-12	-1%	-1%	0%	5%	-4%	i	-15%	4%
COc1ccc(C2=NCCn3nc4cc(OC)ccc4c32)cc1	-2	-22%	-4%[9.22 µM]	-7%	1%	-4%	i	2%	7%
CNc1c([N+](=O)[O-])cnn1-c1ccccc1Cl	-6	0%	2%	7%	-16%	3%	i	33%[activator]	-5%
CCOC(=O)c1cnc2ccccc2c1Nc1ccc(C(=O)O)cc1	29	-2%	-9%	9%	-21%	0%	i	5%	-4%
CCOC(=O)c1c(C)c(C(=O)NCCOC)c(C)n1CC	17	0%	-10%	-1%	3%	7%	i	4%	-1%
COCCNC(=S)N(CCN(C)C)Cc1cc2cc3c(cc2[nH]c1=O)OCO3	-15	1%	5%	1%	1%	1%	i	.	-1%
C[C@@H]1NC(=O)[C@H](CCCN=C(N)N)NC(=O)c2cc([N+](=O)[O-])cc(I)c2NCCC[C@@H](C(N)=O)NC1=O	30	-22%	-8%	-1%	8%	-17%	?	1%	19%
O=C(Nc1cccc(F)c1)c1sc(Cl)nc1-c1ccccc1	20	?	-4%	2%	20%	-6%	i	-12%	-8%
CCNc1nc(NC(C)C)nc(Oc2ccc(OCCOc3ccc(C)cc3)nn2)n1	16	1%	-4%	-40%	3%	-2%	i	10%	-13%
Cc1c(C(=O)O)oc2c1C(O)CC(C)(C)C2 (stereo unspecified)	2&-9	-2%&-7%	1%	2%&5%	-2%&6%	2%&10%	i	2%&4%	2%&12%
Cc1ccc(C(OC(=O)c2ccco2)C(=O)NC2CCCC2)cc1 (stereo unspecified)	10	-4%	-3%	10%	-10%	18%	i	-5%	-1%
O=C(C1=C(O)C(=O)N(CCN2CCOCC2)C1c1ccc([N+](=O)[O-])cc1)c1cccs1 (stereo unspecified)	7	3%	-3%	17%	0%	19%	i	0%	-3%
CCc1nc(NC(=O)NS(=O)(=O)c2ccccc2C(=O)OC)nc(OC)n1	4	0%	-100%[inhibitor]	0%	0%	8%	i	.	2%
N#CCCN(C(=O)CSc1nc(-c2ccccc2)cn1N)c1ccc(F)cc1	4	-4%	-14%	1%	-20%	-5%	i	-1%	17%
CN(C)c1ccc(C(CNC(=O)COc2ccc(Cl)cc2)N2CCCC2)cc1 (stereo unspecified)	?	-5%	-3%	2%	-64%	-14%	?	.	0%
O=C(Cc1ccc([N+](=O)[O-])cc1)Nc1cccc(C(=O)N2CCCC2)c1	3	10%	-4%	5%	13%	0%	i	?	-7%
CN(Cc1ccc(Br)cc1)C(=O)CCN1C(=O)c2cccc([N+](=O)[O-])c2C1=O	-14	-2%	-16%	9%	5%	-1%	i	-4%	5%
O=C(CSc1nnc(COc2ccccc2F)n1-c1ccccc1)NC1CCS(=O)(=O)C1 (stereo unspecified)	9	1%	-2%	9%	-10%	-1%	i	.	3%
CCOC(=O)C1CCCN(C(=O)c2ccc(S(=O)(=O)Nc3ccccc3OC)cc2)C1 (stereo unspecified)	2	11%	0%	11%	-40%	0%	i	.	10%
CCNC(=O)N(C)c1c(CC)nc2ccc(C(=O)N3CCN(S(=O)(=O)CC)CC3)cn12	35	.	.	10%	2%	2%	i	8%	0%
O=C(CN1CCCN(Cc2cccc(F)c2)S1(=O)=O)Nc1ccc2c(c1)OCCO2	.	.	.	.	-12%	.	?	-2%	-5%
O=C(COC(=O)C(c1ccccc1)c1ccccc1)NCc1ccco1	16	2%	-2%	14%	5%	1%	i	0%	-8%
CCOC(=O)c1cccc(NC(=O)c2ccc(NC(=O)C3CCCO3)cc2)c1 (stereo unspecified)	-24	-19%	-25%	-5%	6%	8%	i	2%	20%
Cc1ccnc(NS(=O)(=O)c2ccc(NC(=O)c3oc4ccc(F)cc4c3C)cc2)n1	4	-43%[inhibitor]	0%	-6%	0%	-4%	i	1%	-5%
CCOc1ccc(S(=O)(=O)N2CCN(Cc3ccco3)CC2)cc1	-2	1%	0%	21%	0%	20%	i	1%	-10%
CCOc1ccc2[nH]c(=O)c(CN(Cc3cccs3)Cc3nnnn3C(C)(C)CC)cc2c1	?	-2%	18%	-7%	-33%	0%	.	?	-11%
O=C(c1[nH]nc2c1CCc1ccccc1-2)N1CCN(Cc2ccc3c(c2)OCO3)CC1	-79*	10%	19%	?	-20%	?	i	-33%	12µM*
COc1ccc(NC(=O)c2ccccc2-c2ccccc2)cc1	-2	28%	-1%	5%	-12%	-1%	i	-30%	-13%
COc1ccc(C2c3c(c(C)c(C)oc3=O)Oc3c(C)c(C)oc(=O)c32)cc1	-10	-14%	5%[9.22 µM]	8%	-2%	13%	i	5%	16%
CCOc1ncccc1C(=O)N1CCN(c2cc(Cl)ccc2C)CC1	2	15µM*	0.65µM*	1.3µM*	1%	1µM*	?	?	2.1µM*
COc1ccc(-c2ncncc2-c2csc(C)n2)c(O)c1OC	22	-6%	-2%	1%	-3%	0%	i	0%	2%
Cc1cccc(-n2c(Cc3cc(=O)[nH]c(=O)[nH]3)nnc2SCC(=O)N2CCc3ccccc32)c1	10	-7%	-9%	-11%	-20%	-4%	i	-26%	2%
CC(C)(C)NC1=CC(=O)OC12CCCCC2	25	0%	3%	1%	1%	0%	i	1%	6%
CCOc1ccccc1OCCCC(=O)Nc1nc2ccccc2[nH]1	-2	5%	12%	-1%	0%	-3%	i	?	10%
Cn1cnnc1SC1c2cccc3cccc(c23)C1NS(=O)(=O)c1ccccc1 (stereo unspecified)	-13	-1%	0%	-2%	4%	-5%	i	2%	17%
COc1ccc(CNC(=O)Cn2cccc2C(=O)c2ccccc2C)cc1	-7	9%	-2%	0%	7%&1%	15%	i	.	1%
CNc1nc(-c2ccccn2)nnc1-c1ccccc1	50	?	-4%	?	-6%	?	?	?	?
COc1ccccc1OCC(=O)N/N=C1/C=C(C)CC1	26	3%	-3%	10%	1%	9%	i	-4%	-1%
CC(=O)SCC(C)C(=O)NCc1ccccc1 (stereo unspecified)	15	8%	1%	14%	1%	-2%	i	-1%	6%
CCOC(=O)c1c(/N=C/C2C(=O)CC(C)(C)CC2=O)sc(C)c1C	11	6%	0%	3%	2%	4%	?	-1%	17%
O=C(NCc1ccccc1Cl)C1CCC(=O)N(C2CC2)C1 (stereo unspecified)	6	10%	-7%	4%	0%	1%	?	-6%	1%
CCc1ccc(Nc2n[n+](-c3ccccc3)c(-c3ccc(OC)c(Br)c3)s2)cc1	?	-9%	20%	-27%	-8%	-22%	?	?	?
O=C(NCc1ccccc1)C(C1CC1)n1c(=O)c(-c2ccco2)nc2ccccc21 (stereo unspecified)	23	.	.	1%	.	-18%	.	.	23%

Rows were taken by chance. Share with any hit: about 8.9%.
